Epigenetic reg: Quantitative High-Throughput Screen for Regulators of Epigenetic Control. AID 1865, 2009. Potency, µM (titrated, usually from 53.9 µM), for inactives: at the top dose GFP activation, actives largely listed as activators. murine LDR cells, GFP reporter derepression, 30 h. 280,000 tested, 0.2% active; note: potency is the fitted concentration of half-maximal effect; % of control where 0% means no effect; nearly all actives have a fitted effect of over 60% in size
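Murine LDR cells carrying a silenced, genomically integrated CMV-driven GFP reporter were exposed to compound for 30 hours at 37 C. After PBS washes, GFP-positive cells (20–120 um objects) were counted by laser-scanning microplate cytometry.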
CBFb RUNX1 block: qHTS Assay for Compounds Blocking the Interaction Between CBF-beta and RUNX1 for the Treatment of Acute Myeloid Leukemia; Runt-related transcription factor 1 (Homo sapiens) + Core-binding factor subunit beta …; AlphaScreen CBFb-His/RUNX1-biotin binding, biochemical; Potency, µM (titrated, usually from 59.8 µM), without a hit: at the highest dose activity, negative = inhibition, most hits filed as inhibitors; 230,000 tested, under 10 active; note: % of control where 0% means no effect
Target sequence (Q01196 whole entry, looked up): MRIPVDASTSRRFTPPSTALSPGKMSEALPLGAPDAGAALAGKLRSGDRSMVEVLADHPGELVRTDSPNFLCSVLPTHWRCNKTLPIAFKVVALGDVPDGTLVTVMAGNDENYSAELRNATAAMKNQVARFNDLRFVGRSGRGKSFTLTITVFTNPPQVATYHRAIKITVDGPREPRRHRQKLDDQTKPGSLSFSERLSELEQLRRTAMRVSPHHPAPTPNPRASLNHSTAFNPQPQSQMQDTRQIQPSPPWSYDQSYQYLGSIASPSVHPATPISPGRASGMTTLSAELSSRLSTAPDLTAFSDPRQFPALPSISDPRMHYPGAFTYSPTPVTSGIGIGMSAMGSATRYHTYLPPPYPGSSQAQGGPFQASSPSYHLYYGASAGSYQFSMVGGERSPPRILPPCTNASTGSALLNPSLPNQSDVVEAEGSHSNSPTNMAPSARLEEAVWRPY
Target sequence (Q13951 whole entry, looked up): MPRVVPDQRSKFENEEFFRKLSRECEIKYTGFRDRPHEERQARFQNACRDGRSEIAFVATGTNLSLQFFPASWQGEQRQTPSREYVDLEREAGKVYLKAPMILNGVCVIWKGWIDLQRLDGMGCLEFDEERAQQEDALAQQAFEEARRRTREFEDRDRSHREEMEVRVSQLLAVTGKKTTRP
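Interaction loss through any mechanism counts as activity. Pre-formed complex of His-CBF-beta and biotin-RUNX1 (30 nM apiece) is incubated with compound 15 min, then with 50 ng nickel and 50 ng streptavidin beads for 90 min before AlphaScreen detection.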
HTT aggregate: qHTS Multiplex Assay to Identify Dual Action Probes in a Cell Model of Huntington: Aggregate Formation (GFP). PC12 HttQ103-GFP aggregates, Acumen cytometry, 40 h. Potency, µM (titrated, usually from 46.1 µM), without a hit: at the top dose activity change, negative = inhibition, usual class: inhibitors. 220,000 tested, 1.1% active. AID 1688, 2009; note: potency is the fitted concentration of half-maximal effect; % is set by controls: 0 for no effect and ±100 for the full control effect; nearly all actives have a fitted effect of over 60% in size
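Aggregate formation scored by laser-scanning cytometer (488 excitation, 500–530 emission) in lysed PC12 cells expressing Q103-GFP after 100 nM tebufenozide induction; library tested in dose series, with ATPLite reagent added in the multiplex.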
NPSR antagonist: qHTS Assay for Antagonists of the Neuropeptide S Receptor: cAMP Signal Transduction. AID 1461, 2008. CHO-NPSR cells, cAMP TR-FRET, antagonist mode. Potency, µM (highest dose often 38.3 µM), for the others: at the top dose activity change, negative = inhibition, most hits filed as inhibitors. Q6W5P4. 220,000 tested, 1% active; note: potency is the fitted concentration of half-maximal effect; % is set by controls: 0 for no effect and ±100 for the full control effect; nearly all actives have a fitted effect of over 50% in size; many of its hits are not listed in these tables
Target sequence (Q6W5P4 whole entry, looked up): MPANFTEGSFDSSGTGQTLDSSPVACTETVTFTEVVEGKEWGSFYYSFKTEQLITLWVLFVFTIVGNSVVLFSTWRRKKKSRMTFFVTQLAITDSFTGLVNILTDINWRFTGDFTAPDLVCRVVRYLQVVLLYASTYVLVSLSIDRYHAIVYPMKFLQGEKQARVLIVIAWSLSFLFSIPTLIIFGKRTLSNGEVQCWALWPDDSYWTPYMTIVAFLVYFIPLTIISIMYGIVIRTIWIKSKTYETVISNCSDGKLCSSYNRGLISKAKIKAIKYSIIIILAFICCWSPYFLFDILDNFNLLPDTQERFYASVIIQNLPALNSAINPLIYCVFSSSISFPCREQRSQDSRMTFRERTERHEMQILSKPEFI
LMNA splice mod: qHTS Assay for Modulators of Lamin A Splicing; HeLa LMNA splicing GFP/RFP minigene ratio, 48 h; Potency, µM (top dose mostly 46.1 µM), without a hit: top-dose ratio change, negative = inhibition, hits mostly inhibitors; 200,000 tested, 0.01% active; AID 1487, 2009; active = well fitted inhibition curve with a large enough effect in the signal ratio, with a control signal flat, not every such curve was filed as active; inconclusive = small, poorly fitted or top-dose-only effect, or effect the other way, or a change in a side signal; the % refers to the signal ratio; note: potency is the fitted concentration of half-maximal effect; % is set by controls: 0 for no effect and ±100 for the full control effect
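S3 HeLa stable clones carrying a lamin A-EGFP splicing minigene plus DsRed2 were seeded at 600 cells/well in Opti-MEM with 2% FBS, pin-dosed and incubated 48 h at 37°C. Acumen cytometry (488 nm) gave the GFP/RFP total-intensity ratio.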
KinaseGlo FLuc: Counterscreen for Luciferase (Kinase-Glo TM) Inhibition | Luciferin 4-monooxygenase (Photuris pensylvanica), Q27757 | Kinase-Glo luciferase, ATP luminescence, 8 min | Potency, µM (doses to about 38.3 µM), inactives show top-dose activity change, negative = inhibition, most hits filed as inhibitors | 200,000 tested, 0.28% active; note: potency is the fitted concentration of half-maximal effect; % is set by controls: 0 for no effect and ±100 for the full control effect; nearly all actives have a fitted effect of over 60% in size
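Light output from Kinase-Glo luciferase with luciferin and 10 uM ATP in 50 mM imidazole pH 7.2, KCl, MgCl2, Tween 20, BSA; compound pin-delivered, 8-min ambient incubation, then luminescence read.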
IMPase Li inh: qHTS Assay for Identifying the Cell-Membrane Permeable IMPase Inhibitors: Potentiation with Lithium | CHO-M1 cells, IP1 TR-FRET (IP-One), carbachol + lithium | Potency, µM (top dose mostly 59.4 µM), without a hit: at the top dose activity, negative = IMPase inhibition, hits mostly inhibitors | 210,000 tested, 0.35% active | AID 1457, 2008;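 note: IP1 builds up when IMPase is blocked and the TR-FRET signal falls; potency is the fitted concentration of half-maximal effect; plate controls were basal vehicle for no effect and high inhibitor control for full effect; nearly all actives have a fitted effect of over 50% in size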
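CHO-M1, 2000 cells/well, 16–30 h culture; cpd + low Li+, 30 min 37C; lysis with d2-IP1/Eu-anti-IP1 Ab, 10 min RT; TR-FRET 665/620 ratio and 620 channel; AC50 via Hill.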
* hit, by the source's call; ? = inconclusive; . = not tested or not shown; & = joins results of further samples; [ ] = dose if it differs, or a comment. Unless noted, calls come from the whole dose curve; as a rule, active = well fitted curve in the direction sought with a large enough effect; inconclusive = small, poorly fitted or top-dose-only effect, or another doubt; inactive = no such curve, though single readings can be large; an effect the other way counts as inactive or inconclusive. Only part of the results is shown. The share of hits here may be higher or lower than overall.

mol | Epigenetic reg | CBFb RUNX1 block | HTT aggregate | NPSR antagonist | LMNA splice mod | KinaseGlo FLuc | IMPase Li inh
COc1ccc(N(CC(=O)O)S(=O)(=O)c2cccnc2)cc1 | 0.0% | 8.0% | -1.9% | 11.7%[46.1 µM] | -1.8% | 3.2% | -4.4%
N/C(CN1CCCC1=O)=N\OC(=O)c1ccc(Cl)cc1 | 7.0% | 10.1% | -3.9% | 24.4% | -9.1% | 0.3% | -1.8%
Cc1cc(NCc2ccccc2Cl)n2nnnc2n1 | -0.9% | 17.6% | -25.5% | ? | ? | 1.3% | 20.9%[38.3 µM]
O=C(COc1ccc(Cl)cc1)NCCSCc1cccc(Cl)c1 | -0.9% | 16.0% | 13.7% | -11.3%[46.1 µM] | 12.0%[0.0737 µM] | 1.8% | -7.7%[38.3 µM]
Cc1c(CC(Cl)(Cl)Cl)c2c(n1O)CC(C)(C)CC2=O | -4.3% | 2.2% | -0.1% | -3.5% | ? | -2.3% | 8.5%
CNC(=O)/C(C#N)=C/c1ccc(-c2nc3ccccc3s2)o1 | 10.4% | 5.0% | 9.7%[9.22 µM] | ? | . | . | .
O=C(Nc1ccc(F)cc1)NC1(C(=O)NCc2ccco2)CCCCC1 | -5.0% | 9.4% | 3.4% | -9.5%[46.1 µM] | -1.8% | . | .
O=C(OCC(=O)c1cccs1)c1ccccc1 | 0.0% | 28.5% | 9.2% | -11.6%[46.1 µM] | 3.6% | 8.91µM* | 10.5%[38.3 µM]
O=C1CCCC/C1=C/Nc1ccc(S(=O)(=O)Nc2ncccn2)cc1 | 2.6% | 2.5% | 9.4% | -2.4%[46.1 µM] | 1.3% | 0.4% | -0.5%[38.3 µM]
Cc1ccc(C)c(N(C)S(=O)(=O)c2ccc3[nH]cc(C(=O)NCCN4CCOCC4)c(=O)c3c2)c1 | -4.3% | 0.2% | 17.0% | -6.2% | ? | -0.8% | -4.1%
Cc1nc(N)nc(COc2ccccc2)n1 | 6.5% | 2.2% | -1.6%[9.22 µM] | -12.9% | . | . | .
CN(C)S(=O)(=O)c1ccc(S(=O)(=O)NC2CCOC(C)(C)C2)cc1 (configuration not stated) | 0.8% | 4.0% | -29.2% | 2.5%[46.1 µM] | -5.9% | 0.1% | 2.9%
Cc1ccc(S(=O)(=O)n2nc(C)cc2N)cc1 | -0.2% | 6.7% | -8.3%[9.22 µM] | -14.1% | . | . | 0.8%
O=C(O)c1cccc(S(=O)(=O)NCCc2ccccc2)c1 | 2.6% | 6.7% | -7.5% | 9.8% | 11.2%[46 µM] | 0.8% | -6.8%
CCCc1nnc(NC(=O)CCC(=O)N2CCN(c3ccccn3)CC2)s1 | 0.0% | 2.8% | 0.1% | -9.9%[46.1 µM] | 0.9% | -5.4% | -6.8%[38.3 µM]
CCOc1ccc(N2Cc3ncccc3C2=O)cc1 | 6.3% | -1.5% | -15.7% | -2.1%[46.1 µM] | 15.6% | ? | -0.5%[38.3 µM]
O=C(CNC(=O)c1ccc(Cl)cc1Cl)OCC(=O)c1ccc2c(c1)OCCO2 | -2.9% | -3.3% | -9.6% | -11.2%[46.1 µM] | 8.7% | -1.4% | 24.0%[38.3 µM]
COC(=O)c1ccc(Oc2c(C)oc3c(CN4CCN(C)CC4)c(O)ccc3c2=O)cc1 | 0.0% | 0.9% | 20.0% | -0.4%[46.1 µM] | 2.8% | -4.1% | 12.6µM*
CC(C)(C)c1ccc(NC(=O)c2ccccc2)c([N+](=O)[O-])c1 | -0.2% | ? | ? | -22.8% | . | -6.3% | -1.3%
CCOC(=O)c1sc(-c2ccc(Br)cc2)cc1N | -1.6% | 21.2% | 17.0% | -21.5%[46.1 µM] | 5.3% | -1.4% | -16.3%[38.3 µM]
CCOc1cc([N+](=O)[O-])cc2c1C(=O)Nc1ccccc1O2 | ? | -4.8% | -20.3% | -22.6% | . | -0.5% | 8.9%
Nc1ncnc2c1c(I)cn2C1OC(CO)C(O)C1O (configuration not stated) | 0.0%&0.0%&0.0%&-0.9% | -1.1%&4.3%&16.4% | . | . | ? | -4.7% | -6.7%&-9.6%&-5.2%&-2.8%
C/C(N)=C(/C#N)C(=O)CSc1nc2ccccc2c(=O)n1Cc1ccc(C)cc1 | 9.8% | -10.1% | 0.6% | -48.5% | . | -0.1% | 12.5%
Nc1nc2c3ccccc3nc(Cc3ccccc3)n2n1 | 6.3% | 25.1% | -0.2% | ? | 1.2% | 4.2% | 61.7%[activator][38.3 µM]
Cn1c(=O)c2c(SCc3ccccc3)nc(C3CC3)nc2n(C)c1=O | -1.7% | 4.6% | 12.6%[9.22 µM] | 29.9% | . | . | .
COc1ccc(NC(=O)C2=C(C)C(=O)OC23CCC(C)CC3)c(OC)c1 (configuration not stated) | -0.8% | 10.0% | -17.3% | -17.3%[46.1 µM] | -2.8% | -1.1% | 24.8%[38.3 µM]
CC1CCCC(NC(=O)CSc2ccc(F)cc2)C1C (configuration not stated) | 0.0% | 1.1% | -5.4% | -9.9% | -15.8%[9.22 µM] | -2.0% | 4.1%
C=CCSc1nnc(-c2cc(Br)ccc2N)c(=O)[nH]1 | 1.7% | 3.5% | 9.5% | -11.5%[46.1 µM] | 0.1% | -3.5% | 4.0%[38.3 µM]
COc1cc(CN(C)CCc2ccccc2)ccc1OCc1ccccc1 | -0.3% | 4.9% | 21.5% | 1.5%[46.1 µM] | -2.2% | -0.6% | 8.3%[38.3 µM]
Cc1cc(C)nc(-n2nc(C)cc2NC(=O)C(C)C)n1 | -1.6% | 0.8% | -4.0% | 15.5% | . | -0.3% | -5.7%
Cc1sc(N/N=C/C=C/c2ccccc2)nc1-c1ccccc1 | 0.0% | 14.0% | 8.1% | -4.2%[46.1 µM] | -13.9% | -8.9% | -7.8%[38.3 µM]
CC(C)(C)CC(=O)Nc1cccc2c1CCCC2 | -0.1% | 0.6% | -5.5% | 2.8%[46.1 µM] | -1.3% | -4.9% | 52.9%[activator][38.3 µM]
Cc1cccc(NC(=O)CC2NCCNC2=O)c1 (configuration not stated) | 7.8% | -2.5% | 2.9%[9.22 µM] | 5.9%[46.1 µM] | 9.8% | 3.5% | 22.7%[38.3 µM]
ONC(=Nc1ccc(Cl)cc1)c1ccc(Cl)cc1 | -0.9% | 12.2% | 6.8% | -12.5%[46.1 µM] | -3.6% | 1.4% | 0.1%
O=C(CN(C(=O)Cn1nnc(-c2cccs2)n1)c1cnc2ccccc2c1)NCC1CCCO1 (configuration not stated) | 6.5% | 0.4% | -7.0% | -24.7%[46.1 µM] | 14.2% | -4.7% | -1.9%[38.3 µM]
CCn1c(SCC(=O)Nc2oc(-c3ccccc3)c(-c3ccccc3)c2C#N)nnc1-c1cc(OC)cc(OC)c1 | 0.7% | -1.3% | 8.7% | -18.2%[46.1 µM] | ? | 0.5% | 44.1%[activator][38.3 µM]
COCCOC(=O)C1=C(C)NC2=C(C(=O)CC(C)(C)C2)C1c1ccc2c(c1)OCO2 (configuration not stated) | 1.9% | 1.9% | 17.6% | 7.5%[46.1 µM] | 0.6% | 1.3% | -2.1%[38.3 µM]
O=C(O)c1cnc(-c2ccccc2)nc1-c1ccccc1 | -2.1% | -9.2% | -0.7% | -7.9% | -4.5%[46 µM] | 9.2% | -2.7%
COc1cc2c(cc1OC)CN(CC(=O)NC(=O)NC1CCCCC1)CC2 | -1.1% | -10.8% | 15.0% | -1.7% | 0.0%[46 µM] | 5.1% | 6.7%
Cc1nc2ccccc2c2oc(C(=O)NCc3ccccn3)cc12 | -1.1% | 6.0% | ? | 6.9%[46.1 µM] | -0.9% | 0.8% | 29.1%[38.3 µM]
COc1cc(Cl)c(C)cc1NC(C)C(=O)Nc1cc(C(F)(F)F)ccc1N1CCOCC1 (configuration not stated) | -3.0% | -2.0% | -27.4% | -46.3% | ? | 0.1% | 6.5%
C/C(=N\N=c1/sc2ccccc2n1C)c1ccccn1 | -1.1% | 8.6% | ? | -1.2% | . | -1.4% | 20.7%
CC1CN(C(=S)SCCN2C(=O)CCC2=O)CC(C)O1 (configuration not stated) | 2.1% | -0.6% | 6.3%[9.22 µM] | -26.5% | . | 5.3% | 10.6%
Nc1nc2ccccc2n1CCOc1ccccc1Cl | -1.1% | -1.8% | ? | -3.2%[46.1 µM] | -18.7% | -5.8% | 0.6%[38.3 µM]
O=C(NCCCN1CCOCC1)c1ccc2c(=O)n(CCc3ccccc3)c(=O)[nH]c2c1 | -0.8% | 0.9% | -1.0% | 1.6%[46.1 µM] | -6.6% | -1.4% | 27.3%[38.3 µM]
CCCCN(CCCNC(=O)c1ccc2nc(N3CCOCC3)sc2c1)Cc1ccccc1 | -1.6% | -1.4% | -23.0% | -6.8%[46.1 µM] | ? | -4.3% | 9.2%[38.3 µM]
CC(C)Cn1c(CCC(=O)O)ccc1-c1cccs1 | -1.0% | 2.1% | -7.7% | 7.2%[46.1 µM] | -5.4% | 1.9% | -0.7%
CCCCOC(=S)NC(=O)c1sc2ccccc2c1Cl | -1.2% | 8.9% | 3.4% | 9.8%[46.1 µM] | ? | 0.0% | -16.1%[38.3 µM]
CCOC(=O)NC(=O)CSc1nc2ccc([N+](=O)[O-])cc2[nH]1 | 3.2% | 2.6% | 8.1%[9.22 µM] | -1.2% | 14.4%[46 µM] | 2.9% | -1.0%
CC/C(=N\Nc1ccccc1[N+](=O)[O-])c1ccc(O)cc1 | 4.5% | . | 7.4%[9.22 µM] | 50.5% | ? | -5.6% | 10.8%
CCn1c(SCC(N)=O)nc2ccccc2c1=O | -5.0% | -0.5% | 0.8% | -5.2%[46.1 µM] | 3.7% | -2.3% | -2.6%[38.3 µM]
Cc1ccccc1-c1nc(NC2CCNCC2)c2ccccc2n1 | -1.4% | . | . | . | -12.9% | -3.5% | 4.6%

High-throughput results deposited in PubChem BioAssay by National Center for Advancing Translational Sciences (NCATS).
